LDHA block – blocks human lactate dehydrogenase A. P00338. purified LDHA, NADH/diaphorase-resazurin fluorescence; hits give low values. activity change, % (values are at about 110 or 230 µM). 0.15% of 480,000 active; in the data active = activity change below about -30%; inconclusive = mostly about -25% to -30%;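 note: plate controls were DMSO wells for no effect and wells without enzyme for full effect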
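Human LDH5 (2 nM) was incubated with 0.06 mM NADH and 0.2 mM pyruvate for 5 min at room temperature in Tris pH 7.4. Remaining NADH was coupled through diaphorase/resazurin, and resorufin fluorescence was read at 0 and 20 min.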
ALOX12 inh – blocks human arachidonate 12S-lipoxygenase. P18054. purified 12hLO, xylenol orange hydroperoxide absorbance. Potency, µM (highest dose often 108 µM), without a hit: at the highest dose activity change, negative = inhibition, actives largely listed as inhibitors. 1.1% of 580,000 active. AID 1671190; active = well fitted inhibition curve with a large enough effect; inconclusive = small, poorly fitted or top-dose-only effect, or another doubt; inactive = no such curve, though single readings can be large or run the other way; note: potency is the fitted concentration of half-maximal effect
Target sequence (P18054 whole entry, looked up): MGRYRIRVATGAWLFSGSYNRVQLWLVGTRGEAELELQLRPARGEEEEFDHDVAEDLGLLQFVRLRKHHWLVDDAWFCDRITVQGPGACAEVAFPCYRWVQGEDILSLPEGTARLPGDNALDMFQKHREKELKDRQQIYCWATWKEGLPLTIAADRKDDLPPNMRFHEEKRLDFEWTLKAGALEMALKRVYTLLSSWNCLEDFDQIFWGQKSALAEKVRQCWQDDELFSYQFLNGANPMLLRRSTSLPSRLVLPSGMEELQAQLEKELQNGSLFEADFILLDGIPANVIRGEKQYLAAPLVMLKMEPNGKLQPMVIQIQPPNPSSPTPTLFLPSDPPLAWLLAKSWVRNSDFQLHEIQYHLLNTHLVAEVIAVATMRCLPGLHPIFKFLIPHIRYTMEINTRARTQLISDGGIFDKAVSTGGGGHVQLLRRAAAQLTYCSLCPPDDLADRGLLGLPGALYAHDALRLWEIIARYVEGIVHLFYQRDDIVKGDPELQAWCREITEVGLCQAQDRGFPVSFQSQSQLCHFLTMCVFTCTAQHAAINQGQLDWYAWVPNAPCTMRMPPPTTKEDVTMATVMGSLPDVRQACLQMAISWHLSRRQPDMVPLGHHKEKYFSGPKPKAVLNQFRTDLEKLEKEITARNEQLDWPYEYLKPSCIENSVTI
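Hydroperoxide product was detected by ferrous iron/xylenol orange as the 573 to 405 nm absorbance ratio. Arachidonic acid at 40 uM (final) was turned over for 30 min at room temperature by 150 nM human 12hLO, pH 7.0 Hepes buffer, after 15 min compound preincubation.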
An asterisk follows results filed as active; ? = inconclusive; & = joins results of further samples; [ ] = remark or other dose. Unless noted, % is set by controls: 0 for no effect and ±100 for the full control effect. Only part of the results is shown (hit frequency here may not be typical).

SMILES	LDHA block	ALOX12 inh
Cc1cccc(C(=O)Nc2ccc(N(C)C)cc2)c1	3	?
CCc1ccc2oc(-c3cccc(NC(=O)COc4ccc([N+](=O)[O-])cc4)c3)nc2c1	-5	-38%
CCCN(Cc1cc(=O)[nH]c2c(OC)cccc12)C(=O)Nc1ccccc1OCC	-2	18%
CSc1ccc(CN2CCC2(C)C(=O)NCc2ccc3c(c2)OCO3)cc1 (configuration not stated)	-2	0%
Cc1ccc(-c2c3c(=O)n(C)c(=O)n(C)c3c3n2C(C)(C)COC3c2ccc(C)cc2O)cc1 (configuration not stated)	-5	6.3µM*
CCc1nn2c(ncc3c(=O)n(-c4n[nH]c(C)n4)ccc32)c1-c1ccccc1	-2	-5%
O=C(O)c1ccnc(C2CCCC/C2=N\O)c1 (configuration not stated)	6	?
COC(=O)c1cnc(NC(=O)C(NC(=O)c2ccccc2Br)C(C)C)s1 (configuration not stated)	-2	-26%
CCc1cccc2c(C3=CCN(C(=O)c4ccccc4)CC3)c[nH]c12	8	?
CCOC1=C2[C@@H](CN(S(=O)(=O)c3ccc(C)cc3)[C@H]2c2ccc(CC)cc2)[C@H]2C(=O)N(C)C(=O)[C@H]2C1	-7	-8%
CC(C)CC(C)(C#N)NC(=O)CCCc1c[nH]c2ccccc12 (configuration not stated)	-6	-15%
CCCCNC(=O)C1(C)CCN1C(=O)c1ccc2sccc2c1 (configuration not stated)	-4	-10%
CC(C(=O)NC1CC1)S(=O)(=O)Cc1cc(Cl)c2c(c1)OCO2 (configuration not stated)	-17	-18%
CC(C)(C)CC(=O)Nc1nc2c(s1)C(=O)CC(C)(C)C2	0	-39%
CCN(CC)S(=O)(=O)c1ccc2c(c1)nc(SCC(=O)Nc1ccc(F)c(F)c1)n2CC	2	53%[activator]
CCCNC(=O)NC(=O)CN(C)CC(=O)Nc1ccccc1CC	-3	22%
COc1ccc(CCNC(=O)C2CCN(c3nc(Cl)nc4nc[nH]c34)CC2)cc1OC	4	-1%
N#Cc1sc(-c2cccc(Cl)c2)cc1N	-5	-18%
O=C(CSc1nnc(-c2ccncc2)n1-c1ccc(Cl)cc1)Nc1ccc(F)cc1	5	?
COc1ccc(OCC(=O)N2CCC(c3nc4ccccc4o3)CC2)cc1	9	-10%
Cc1cccc(Cn2c(NCCN(C)C)nc3c2c(=O)[nH]c(=O)n3C)c1	0	13%
CC(=O)c1ccc(NC(=O)CCc2ncc(-c3ccc(C)cc3)o2)cc1	-4	2%
Cc1nnc(CN2CCN(C(=O)N3CCCCC3)CC2)o1	0	16%
CCn1nc(C(=O)Nc2nc3ccccc3n2CC)c2ccccc2c1=O	0	39%[activator]
N#Cc1nc(-c2ccc([N+](=O)[O-])cc2)oc1NCCN1CCOCC1	-2	2%

(list continues)
SMILES	LDHA block	ALOX12 inh
COc1cccc(/C=C/C(=O)NCc2ccccc2)c1	-1	20%
Cc1ccc(S(=O)(=O)N(CC(=O)NCCO)Cc2c(F)cccc2Cl)cc1	7	40%[activator]
CCc1cccc(C)c1NC(=O)c1nn(Cc2ccccc2)c(=O)c2ccccc12	3	?
COc1ccc(-n2c(SCC(=O)N3CCCc4ccccc43)nc3c(c2=O)SCC3)cc1	1	1%
Cc1csc(NC(=O)c2ccc(Oc3ccc(Br)cc3)nc2)n1	0	?
O=C(CSc1ccc2c(c1)OCCCO2)Nc1ccccc1Oc1ccccc1	-6	-13%
O=C(O)C(c1c(-c2ccccc2)[nH]c2ccccc12)N1CCN(Cc2cccnc2)CC1 (configuration not stated)	7	-2%
CCN1C(=O)C(NC(=O)C(=O)NCCc2c[nH]c3ccc(Cl)cc23)c2ccccc21 (configuration not stated)	-1	?
CC(=O)Nc1ccccc1C(=O)N1CCN(C)CC1	-1	130%[activator]
CCC(CC)NC(=O)c1cc2ccccc2cc1OC	2	-5%
Cc1scc(C(=O)NCc2ccccn2)c1C	7	62%[activator]
Cc1ccccc1Nc1nc(NC2CCCCCC2)nc2c1cnn2-c1ccccc1	0	-23%
CSc1ccc(C(C)NC(=O)c2ccc(F)cc2F)cc1 (configuration not stated)	2	-1%
Cn1c(=O)c2cc(NC(=S)NC3CC3)ccc2n1Cc1cccc(C(F)(F)F)c1	4	-28%
CN1CCN(c2ccc(CNC(=O)C3Cc4c(-c5cccc(F)c5)ccnc4O3)cc2)CC1 (configuration not stated)	-4	4%
Cc1cccc(C)c1OCC(=O)NCc1ccc(CS(N)(=O)=O)cc1	-4	7%
O=C(NCCCN1CCc2ccccc2C1)c1ccccc1C(F)(F)F	-7	-17%
COc1ccc(C(C)=O)cc1COC(=O)c1cccc(Br)c1	0	27%
CCNC(=O)C1(C)CCN(C(=O)c2ccc3c(c2)CCO3)C1 (configuration not stated)	-4	3%
Oc1ccc2c(c1)Oc1ncn3nc(COc4ccccc4)nc3c1C2c1ccccc1 (configuration not stated)	30&13	43%&9%
CC1(C(=O)NCc2ccccc2Br)CCN1C(=O)Cc1ccc(-c2ccccc2)cc1 (configuration not stated)	-3	9%
COc1cc(OC)c(OC)cc1/C=C/C(=O)c1ccc(OC(F)F)c(OC)c1	20	?
O=C(NCC1CCCCC1)c1csc([C@@H]2O[C@H](CO)[C@H](O)[C@H](O)[C@H]2O)n1	-6	2%
Cc1cc(Cl)ccc1OCC(=O)N(Cc1sccc1C)CC1CCCO1 (configuration not stated)	9	-2%
COC(=O)c1cc(C)nc2onc(-c3ccc(F)cc3)c12	9	-15%

Continued.
SMILES	LDHA block	ALOX12 inh
Cc1nnc2sc(-c3ccc(CNC(=O)C(C)(C)Oc4ccc(Br)cc4)cc3)nn12	0	8%
CCNC(=O)C1(C)CCCN(Cc2ccc(Oc3ccccc3)cc2)C1 (configuration not stated)	-6	-16%
CCCCCCCCSCC(N)=O	4	-10%
COc1cccc(-c2cc(C(=O)O)c3ccc(C)c(C)c3n2)c1	-10	?
COc1ccc(OC)c(CN2C(=O)CSCC2(C)C(=O)NCc2ccccc2)c1 (configuration not stated)	2	1%
CCc1ccc(-n2cc(C(=O)N3CCC(NC(=O)OC(C)(C)C)CC3)nn2)cc1	0	25%
O=C(CSc1n[nH]c(-c2ccccc2Br)n1)Nc1ccc2c(c1)OCO2	25	4%
O=S1(=O)C=C(Sc2nn(-c3ccccc3)c(=S)s2)c2ccccc21	13	?
Cc1ccc(C)c(Sc2ccc(NC(=O)c3ccc(C)c(C)c3)cc2)c1	1	7%
O=C(COc1cc(O)c2c(=O)cc(-c3ccccc3)oc2c1)Nc1cccc(O)c1	5	-36%
CCOc1ccc(NC(=O)c2ccc3c(c2)NC(=O)CS3)cc1OC	5	?
COC(=O)CCCNC(=O)c1ccccc1CSc1nc2ccccc2o1	0	?
CCc1ccc(N2CC(c3nc4ccccc4n3CC(=O)N3CCC(C)CC3)CC2=O)cc1 (configuration not stated)	3	9%
COc1cccc(C(NC(C)=O)c2nc(-c3ccc(F)cc3OC)cs2)c1 (configuration not stated)	-6	12%
CCN1C(=O)C(Cc2ccc(OC)cc2OC)c2ccccc21 (configuration not stated)	12	-18%
COc1ccc(Cl)cc1-c1cc(C(=O)NCc2cc(C(F)(F)F)cc(C(F)(F)F)c2)[nH]n1	-4	14%
COC(=O)C1(NC(=O)c2cc(Cl)ccc2Cl)CCCCCC1	-22	47%
COc1ccc(C)cc1S(=O)(=O)Nc1ccc(Nc2cc(N3CCCCC3)nc(C)n2)cc1	-4	?
C#Cc1cccc(NC(=O)CCC(=O)c2ccc3c(c2)CCC3)c1	10	3%
Cn1c(NCCO)nc2c(c1=O)C1(CCCC1)Cc1ccccc1-2	11	9%
CCOC(=O)C(C(C)=O)C(c1ccccc1)C(C(C)=O)C(=O)OCC (configuration not stated)	6	-1%
COc1cc(/C=C(\C#N)c2ccc(Cl)cc2)c(Br)cc1OCc1ccccc1	0	5%
O=C(c1cnn(-c2ccccc2)c1-n1cccc1)N1CCN(c2cccc(Cl)c2)CC1	-5	?
Cc1oc2cc(OCC(=O)NCCCO)ccc2c(=O)c1Oc1ccccc1	8	-28%
CCSc1nc2c(c(=O)[nH]c(=O)n2C)n1CCC(C)C	-17	-25%

Reformatted: entries from further up
Compound | LDHA block | ALOX12 inh
COc1cccc(-c2cc(C(=O)O)c3ccc(C)c(C)c3n2)c1 | -10 | ?
COc1ccc(OC)c(CN2C(=O)CSCC2(C)C(=O)NCc2ccccc2)c1 (configuration not stated) | 2 | 1%
CCc1ccc(-n2cc(C(=O)N3CCC(NC(=O)OC(C)(C)C)CC3)nn2)cc1 | 0 | 25%
O=C(CSc1n[nH]c(-c2ccccc2Br)n1)Nc1ccc2c(c1)OCO2 | 25 | 4%
O=S1(=O)C=C(Sc2nn(-c3ccccc3)c(=S)s2)c2ccccc21 | 13 | ?
Cc1ccc(C)c(Sc2ccc(NC(=O)c3ccc(C)c(C)c3)cc2)c1 | 1 | 7%
O=C(COc1cc(O)c2c(=O)cc(-c3ccccc3)oc2c1)Nc1cccc(O)c1 | 5 | -36%
CCOc1ccc(NC(=O)c2ccc3c(c2)NC(=O)CS3)cc1OC | 5 | ?
COC(=O)CCCNC(=O)c1ccccc1CSc1nc2ccccc2o1 | 0 | ?
CCc1ccc(N2CC(c3nc4ccccc4n3CC(=O)N3CCC(C)CC3)CC2=O)cc1 (configuration not stated) | 3 | 9%
COc1cccc(C(NC(C)=O)c2nc(-c3ccc(F)cc3OC)cs2)c1 (configuration not stated) | -6 | 12%
CCN1C(=O)C(Cc2ccc(OC)cc2OC)c2ccccc21 (configuration not stated) | 12 | -18%
COc1ccc(Cl)cc1-c1cc(C(=O)NCc2cc(C(F)(F)F)cc(C(F)(F)F)c2)[nH]n1 | -4 | 14%
COC(=O)C1(NC(=O)c2cc(Cl)ccc2Cl)CCCCCC1 | -22 | 47%
COc1ccc(C)cc1S(=O)(=O)Nc1ccc(Nc2cc(N3CCCCC3)nc(C)n2)cc1 | -4 | ?
C#Cc1cccc(NC(=O)CCC(=O)c2ccc3c(c2)CCC3)c1 | 10 | 3%
Cn1c(NCCO)nc2c(c1=O)C1(CCCC1)Cc1ccccc1-2 | 11 | 9%
CCOC(=O)C(C(C)=O)C(c1ccccc1)C(C(C)=O)C(=O)OCC (configuration not stated) | 6 | -1%
COc1cc(/C=C(\C#N)c2ccc(Cl)cc2)c(Br)cc1OCc1ccccc1 | 0 | 5%

(more compounds)
SMILES	LDHA block	ALOX12 inh
CCOc1c(Br)cc(/C=C/C(=O)c2ccc(C#N)cc2)cc1OC	-7	?
CC(C)C[C@@H]1Cc2[nH][nH]c(=O)c2[C@H](C(C)C)O1	1	20%
O=C(CSc1nc(Cl)nc2nc[nH]c12)Nc1ccccc1F	0	1%
CC(C)NC(=O)CCC(=O)c1ccc2c(c1)CCC2	3	-43%
COc1ccccc1C1CC(=O)Nc2nc(-c3ccccc3)[nH]c(=O)c21 (configuration not stated)	2	-14%
Cc1cc(C)cc(C(=O)Nc2ccc(C(=O)N(C)C)cc2)c1	13	-1%
Cc1ccc(C(=O)C(C#N)C(=O)NC2CCCCC2)cc1C (configuration not stated)	0	?
O=C(CSc1nc2ccccc2n1C(F)F)c1ccc(F)cc1F	-1	-9%
CC(Sc1nc2ccccc2s1)C(=O)NC1(C#N)CCCCC1 (configuration not stated)	4	12%
COc1ccccc1OCc1nc(C#N)c(N2CCN(C)CC2)o1	-2	-20%
CCCCCNC(=O)C(c1ccc(C(F)(F)F)cc1)n1c(=O)c(-c2ccco2)nc2ccccc21 (configuration not stated)	6	45µM*
O=C(NCCN1CCCCCC1)c1n[nH]c(=O)c2ccccc12	5	?
CC(Sc1ncnc2nc[nH]c12)C(=O)NCCc1c[nH]c2ccc(F)cc12 (configuration not stated)	-2	-11%
CC(=O)Nc1cccc(-c2cccc3nccn23)c1	-4	-24%
CC1CCC(NC(=O)c2ccc(Cl)nc2)CC1 (configuration not stated)	-4	29%
O=C(NCc1nc(-c2ccc(Cl)cc2)no1)c1cc2ccccc2o1	1	-4%
Cc1nc(-c2ccc(C)c(S(=O)(=O)N3CCCCCC3)c2)cs1	-3	9%
CC(=O)NC(c1ccccc1)c1nc(-c2ccccc2)cs1 (configuration not stated)	-1	-29%
CC(c1nc2ccccc2s1)N(C)S(=O)(=O)c1ccccc1 (configuration not stated)	5	?
COC(=O)CSc1nc2ccccc2c(=O)n1-c1ccccc1OC	1	-30%
CCOc1c(I)cc(/C=C2\NC(=O)NC2=O)cc1OC	8	-7%
CC1(Cc2cccc(C(N)=O)c2)C(=O)Nc2c(Cl)cccc21 (configuration not stated)	-1	-11%
CCCc1csc(N)c1C(=O)OCC	7	7.9µM*
NC(=O)Cc1ccc(C(=O)CSc2ccc3c(c2)OCCCO3)s1	10	?
CC(=O)CC1(C#N)C(N)=C(C=O)CC1(C#N)C#N (configuration not stated)	36	?
CCN(CC)C(=O)c1cccc(NC(=O)Cc2nc(-c3ccccc3)oc2C)c1	-2	?
ClC(=C\c1ccccc1)/C=N/N1CCN(Cc2cccc3ccccc23)CC1	-4	?
O=C(O)c1ccnc(N2CCOCC2)c1	1	?
Cc1ccnc(NC(=O)CCc2ncc(-c3ccc(Cl)cc3)o2)c1	-6	?
CC(C)c1nc2oc3c(N(CCO)CCO)ncnc3c2c2c1CCC2	8	28%
